# Screening results deposited in PubChem BioAssay by Small Molecule Screening Facility, UW Madison.
# SSB-PriA inh: blocks PriA binding to SSB C-terminal tail; AlphaScreen SSBct-PriA binding, biotinylated peptide; inhibition, % at 33 µM; actives 0.6% (n = 430,000); in the data active = inhibition mostly above about 37%, no sharp cut-off; inactive = mostly below about 20%;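 note: plate controls were negative control peptide for no effect and reference peptide for full effect; strong numbers were not always called active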
# Active calls of the source: *; & = joins results of further samples. The list is partial; rates above refer to the full screens.
SMILES,SSB-PriA inh
O=C(Nc1ccc2c(c1)OCCO2)c1cccc2c3c([nH]c12)CCCC3,46
CC(=NNC(=O)c1cccc(Cl)c1)c1cccc(NC(=O)c2ccco2)c1,-6
CC(C)Oc1ccc(C(=O)CN2C(=O)c3ccccc3OC(C)C2=O)cc1F (stereo not given),-26
CCn1nc(C(=O)Nc2nnc(-c3ccccc3Cl)o2)cc1C,-4
O=C(CCSc1ccccc1)NCCc1nc(C2CC2)cc(C(F)(F)F)n1,-8
Cc1cc(C(=O)Nc2nnc(C3CCCCC3)o2)on1,-9
O=c1c2c3c(sc2nc(SCc2ccc4c(c2)OCO4)n1-c1ccccc1)CCC3,5
CC(=O)N1CCN(c2cc(Nc3ccccn3)ncn2)CC1,-14
Cc1nc(-c2cccnc2)sc1-c1ccc(SCC(=O)N2CCN(c3ccccc3)CC2)nn1,-9&-6
O=C(CCc1ccccc1)Nc1cnc(-n2cccn2)nc1,-13
Cc1ccc(C)c(-c2csc(NC(=O)c3ccccc3Br)n2)c1,7
Cc1ncn(CCNC(=O)NC2CCCCC2)c(=O)c1C,-9
COc1ccc(NC(=O)NCc2ccnc(N3CCCC3)n2)c(C)c1,-10
Cc1nc2ccc(NC(=O)Cc3cccs3)cc2c(=O)n1-c1ccc(F)cc1,14
Nc1cccc(-c2cn3c(n2)SCC3)c1,9
COc1cccc(-c2nnc(NC(=O)CCSc3ccc(Cl)cc3)o2)c1,-4
CC(=O)Nc1cccc(C(=O)NN=Cc2ccc(F)cc2)c1,5
CC(C)CCN1C(=O)C(C)(C)COc2ccc(NS(=O)(=O)c3cccc(Cl)c3)cc21,4
O=C(CSc1ccc(NC(=O)c2cccc(F)c2)nn1)NCc1cccs1,-2&4
CN(Cc1ccco1)S(=O)(=O)c1ccc(C(=O)Nc2ncnc3sccc23)cc1,8
CN(C)c1nccnc1OC1CCCN(C(=O)c2cccn(C)c2=O)C1 (stereo not given),-2
Cn1nnn(-c2ccc(NC(=O)Nc3cccc(C(F)(F)F)c3)cc2)c1=O,-11
COc1ccc(C=NN=Cc2c[nH]c(=O)c(C#N)c2Nc2ccccc2)cc1,1
COc1cc(=O)n(-c2ccccc2C)nc1C(=O)Nc1nc2ccc([N+](=O)[O-])cc2s1,14
O=C(C[C@@H](C(=O)O)N1CCNCC1)Nc1ccc(Oc2ccccc2)cc1,-19
C=CCn1c(SCC(=O)c2ccc3c(c2)OCO3)nc2scc(-c3ccc(C)o3)c2c1=O,-12
Cc1ccc(S(=O)(=O)CCC(=O)Nc2cc(C)cc(C)c2)cc1,-6
CCSc1ccc(CC(=O)Nc2nccs2)cc1,-2
CCc1ccccc1NC(=O)NCCOc1ccc2nnc(-c3cccc(F)c3)n2n1,-4
CCCOc1ccc(-c2c(C(=O)NN=Cc3ccc(OCC)cc3)nnn2-c2nonc2N)cc1,0
COc1ccc(-c2nc3c(c(N4CCN(Cc5ccc6c(c5)OCO6)CC4)n2)Cc2cccc(OC)c2O3)cc1,12
COc1cccc(CNC(=O)c2nnn(-c3ccc(SC)cc3)c2-c2ccccn2)c1,-3
CCOCCn1ccc2c(OCC(=O)c3ccc(Cl)cc3)cccc2c1=O,1
Cc1cc(NC(=O)CC2CCCCC2)nc2c1c(=O)oc1ccccc12,9
Cc1ccc(-n2nc(C)c(C(=O)O)c2C)cc1C,-11
O=C(CNC(=O)c1ccccc1Cl)N/N=C\c1ccc([N+](=O)[O-])cc1,-4
CS(=O)(=O)N1CCN(C(=O)Cc2csc(NC(=O)c3ccc4c(c3)OCO4)n2)CC1,-16
COC(=O)c1ccc(C(=O)Nc2cc(C)no2)cc1,-10
COc1cc(Cl)ccc1S(=O)(=O)N1CCN(S(=O)(=O)c2ccc(Cl)cc2OC)CC1,-15
COC(=O)C(=NNc1ccccc1Cl)Sc1nnc(C(O)c2ccccc2)n1-c1ccccc1 (stereo not given),-6
CCCN1CCCc2cc(CCNC(=O)COCC)ccc21,51
O=C(CNC(=O)c1ccccc1Br)N/N=C\c1ccccc1[N+](=O)[O-],-11
O=C(O)CSc1cccnn1,-14
COCC(=O)N1CCCc2ccc(NS(=O)(=O)c3ccccc3Br)cc21,1&2
C=Cc1ccc(COC(=O)c2nnn(-c3ccccc3OCC)c2C)cc1,-8
CCOc1ccccc1NC(=O)Cc1nnc(-c2ccsc2)o1,-4
NS(=O)(=O)c1ccc(NC(NC(=O)c2ccco2)C(=O)c2ccc(Cl)cc2)cc1 (stereo not given),-5
Cc1ccc(NC(N)=Nc2nc(C(F)(F)F)cc(C(F)(F)F)n2)cc1,2
Cc1ccc2[nH]c3c(=O)n(CCC(=O)NCC(C)c4ccccc4)cnc3c2c1 (stereo not given),-8
COc1ccccc1NC(=O)N1CCN(c2ccc(-n3nc(C)cc3C)nn2)CC1,-14
C=CCn1c(SCC(=O)Nc2nc(-c3ccccc3)ns2)nc2sc3c(c2c1=O)CCC(C)C3 (stereo not given),5
COC(=O)c1ccc(S(=O)(=O)NCC2CCN(C(=O)Oc3ccccc3)CC2)cc1,-8
C#CCn1c(=NC(=O)c2ccn(C)n2)sc2cc(S(N)(=O)=O)ccc21,8
OC(COC12CC3CC(CC(C3)C1)C2)CN1CCN(Cc2ccc(Cl)cc2)CC1 (stereo not given),7
O=C(NCCN1CCOCC1)C(=O)NC1CCCC1,-14&-7
CCOc1cc(C)c(S(=O)(=O)n2nnc3ccccc32)cc1C,-5
Cc1ccsc1CCC(=O)N1C2CCC1CC(S(=O)(=O)c1ccccc1)C2 (stereo not given),-5
COc1ccc(-c2c(C)nc(N)nc2-c2ccc(OCc3ccc(F)cc3)cc2O)cc1,1
O=C(Cc1cc(-c2cccs2)on1)NCc1ccc2c(c1)OCO2,-13
O=C(CCn1c(=O)[nH]c2ccccc2c1=O)N1CCN(c2ccccn2)CC1,-18
# (continued)
SMILES,SSB-PriA inh
O=C(NN=Cc1cccs1)C1CC(=O)N(c2ccccc2)C1 (stereo not given),-14
COC(CNS(=O)(=O)c1cccc2cccnc12)c1ccsc1 (stereo not given),-4
CCc1ccccc1NC(=O)NCc1nccc(N(C)C)n1,-14
O=C(COc1ccc(Cl)cc1)NCCn1ncc2c(=O)n(Cc3ccccc3F)cnc21,-5
O=C(c1ccc2ccccc2n1)N1CCCC(c2nnc(-c3ccccc3F)s2)C1 (stereo not given),-36
COc1ccc(C)c2sc(N(CCCN(C)C)C(=O)c3cc(C)on3)nc12,-5
NC(=O)Nc1ccc(Cl)c(F)c1,-15
COc1cccc2sc(Nc3nnc(-c4ccco4)o3)nc12,-11
COC(=O)c1ccccc1CC1SC(=N)NC1=O (stereo not given),-11
CCOC(=O)c1ncsc1N,-2
COc1ccc(NC(=O)c2c(Cl)ccc(Cl)c2OC)c(OC)c1,8
Cc1nc2ccccc2c(=O)n1N=Cc1ccccc1Cl,-4

# Sorted by formula weight (low to high): part of the list above
SMILES,SSB-PriA inh
CCOC(=O)c1ncsc1N,-2
COc1cccc2sc(Nc3nnc(-c4ccco4)o3)nc12,-11
Cc1ccsc1CCC(=O)N1C2CCC1CC(S(=O)(=O)c1ccccc1)C2 (stereo not given),-5

# Other structures.
SMILES,SSB-PriA inh
CC(=O)C(N=Nc1ccc(C(=O)O)cc1[N+](=O)[O-])=C(C)O,-13
Cc1cc(C(=O)NN=Cc2ccc([N+](=O)[O-])cc2)c(C)o1,1
O=C(c1cccc(Oc2ncccn2)c1)N1CCCC1,-8
O=c1c(N=Nc2ccc3c(c2)OCO3)c(-c2ccccc2)[nH]n1-c1ccccc1,11
CN(C)[C@@H](CNC(=O)CCc1ccccc1)c1ccc(F)cc1,-19
O=C(O)c1cc(S(=O)(=O)N2CCCC(Cc3nc(-c4cnccn4)no3)C2)ccc1F (stereo not given),3
C/C(C=NNC(=O)c1cnccn1)=C/c1ccccc1,-7
Cc1nnc2ccc(OCCNS(=O)(=O)c3ccc(Cl)s3)nn12,-6
O=C(Nc1ccc(SCc2ccccn2)nn1)c1cccs1,-13
COc1ccc(OC)c(-c2cc(C(=O)NCCN3CCN(c4ccccc4)CC3)n(C)n2)c1,27
COC(=O)c1ccc(S(=O)(=O)NCC[C@H](O)c2cccn2C)cc1,5
CC12CCC(CC1=NOC(=O)c1ccc(F)cc1)C2(C)C (stereo not given),-9

# For convenience, some entries already given.
SMILES,SSB-PriA inh
O=C(CCn1c(=O)[nH]c2ccccc2c1=O)N1CCN(c2ccccn2)CC1,-18
O=C(NN=Cc1cccs1)C1CC(=O)N(c2ccccc2)C1 (stereo not given),-14
COC(CNS(=O)(=O)c1cccc2cccnc12)c1ccsc1 (stereo not given),-4
CCc1ccccc1NC(=O)NCc1nccc(N(C)C)n1,-14
O=C(COc1ccc(Cl)cc1)NCCn1ncc2c(=O)n(Cc3ccccc3F)cnc21,-5
O=C(c1ccc2ccccc2n1)N1CCCC(c2nnc(-c3ccccc3F)s2)C1 (stereo not given),-36
COc1ccc(C)c2sc(N(CCCN(C)C)C(=O)c3cc(C)on3)nc12,-5
NC(=O)Nc1ccc(Cl)c(F)c1,-15
COc1cccc2sc(Nc3nnc(-c4ccco4)o3)nc12,-11
COC(=O)c1ccccc1CC1SC(=N)NC1=O (stereo not given),-11
CCOC(=O)c1ncsc1N,-2
COc1ccc(NC(=O)c2c(Cl)ccc(Cl)c2OC)c(OC)c1,8
Cc1nc2ccccc2c(=O)n1N=Cc1ccccc1Cl,-4
CC(=O)C(N=Nc1ccc(C(=O)O)cc1[N+](=O)[O-])=C(C)O,-13
Cc1cc(C(=O)NN=Cc2ccc([N+](=O)[O-])cc2)c(C)o1,1
O=C(c1cccc(Oc2ncccn2)c1)N1CCCC1,-8
O=c1c(N=Nc2ccc3c(c2)OCO3)c(-c2ccccc2)[nH]n1-c1ccccc1,11
CN(C)[C@@H](CNC(=O)CCc1ccccc1)c1ccc(F)cc1,-19
O=C(O)c1cc(S(=O)(=O)N2CCCC(Cc3nc(-c4cnccn4)no3)C2)ccc1F (stereo not given),3
C/C(C=NNC(=O)c1cnccn1)=C/c1ccccc1,-7
Cc1nnc2ccc(OCCNS(=O)(=O)c3ccc(Cl)s3)nn12,-6
O=C(Nc1ccc(SCc2ccccn2)nn1)c1cccs1,-13
COc1ccc(OC)c(-c2cc(C(=O)NCCN3CCN(c4ccccc4)CC3)n(C)n2)c1,27
COC(=O)c1ccc(S(=O)(=O)NCC[C@H](O)c2cccn2C)cc1,5
CC12CCC(CC1=NOC(=O)c1ccc(F)cc1)C2(C)C (stereo not given),-9

# Other compounds follow:
SMILES,SSB-PriA inh
CC(C)n1c(O)c(C=C2C=Nc3ccccc32)sc1=Nc1ccccc1,4
O=C(Nc1nc2c(s1)CCc1ccccc1-2)C1CCN(S(=O)(=O)c2ccc(Cl)s2)CC1,-7&1
O=C(Nc1ccccc1-c1cn2ccccc2n1)c1ccc2nsnc2c1,-29
O=C(NC[C@@](O)(c1ccccc1)C(F)(F)F)c1ccc(-c2ccccc2)cc1,-7
Cc1cc(-c2nnc(NC(=O)C3=COCCO3)o2)nn1C,-7
CCOc1cc(C(=O)NN=Cc2cn(-c3ccccc3)nc2-c2cc3ccccc3o2)cc(OCC)c1OCC,-10
FCCCOc1ccc(C=NOCc2c(Cl)cccc2Cl)cc1,-11
CC1(C)Oc2ccc3ccc(=O)oc3c2C(=CNNC(N)=S)C1=O,-12
CN1C(=O)C(C)(C)COc2ccc(NC(=O)COc3ccccc3F)cc21,17
Cc1nnsc1C(=O)Nc1nc(-c2ccccn2)cs1,136*
C[C@H](Oc1ccccc1Cl)C(=O)Nc1cc(-n2cncn2)ncn1,-5
O=C(N[C@H]1CCN(c2nccs2)C1)c1ccc(-c2ccsc2)cc1,-8
Cc1ccc(S(=O)(=O)NCC2CCN(Cc3cccs3)CC2)c(C)c1,-5&-4
NCC1CN(c2ccccc2)C(=O)O1 (stereo not given),4&8
Fc1ccc(Nc2nc(N3CCCC3)nc(N3CCCC3)n2)cc1,-4
O=C(Cn1cc(S(=O)(=O)Cc2cccc(C(F)(F)F)c2)c2ccccc21)N1CCCC1,-9
Cc1nn(C2CCS(=O)(=O)C2)c2nc(-c3ccccc3)cc(C(=O)O)c12 (stereo not given),7
COc1ccc(CC(=O)NCC2CCN(S(=O)(=O)c3cccnc3)CC2)cc1OC,-5
CN(C)S(=O)(=O)c1ccc(C(=O)N2CCC(S(=O)(=O)Cc3ccco3)CC2)cc1,-4
CCCCC(=O)NCCCS(=O)(=O)N1CCN(c2ccc(F)cc2)CC1,-11
Cn1nnc2c(=O)n(CC(=O)NCc3ccc4c(c3)OCO4)cnc21,-8
CCOc1ccc(C(O)=C2C(=O)C(=O)N(c3ncccn3)C2c2ccc(C)cc2)cc1 (stereo not given),-3
COc1cc(C)c(C)cc1S(=O)(=O)Nc1ccc(Cl)c(N2CCCS2(=O)=O)c1,12
Cc1ccc2c(c1)C(=O)C(=O)N2CC(=O)N(c1ccccc1)C(C)C,3
Cc1ccnc(NS(=O)(=O)c2ccc(NC(=O)c3cc(=O)[nH]cn3)cc2)n1,-6
COC(=O)c1ccccc1NC(=O)C1COc2ccccc2C1 (stereo not given),-51
CS(=O)(=O)c1ccc(NC(=O)c2coc(NC(=O)c3cccs3)n2)cc1,-7
Cc1ccc(S(=O)(=O)N=S(C)c2ccccc2)cc1 (stereo not given),-11
Cc1ccc(Cc2nnc(NC(=O)c3ccn(C)n3)o2)cc1,-9
CS(=O)(=O)c1ccccc1-c1nnc(NC(=O)COc2ccccc2)o1,7
CCOc1ccc2[nH]c(C(=O)NN=Cc3ccccc3OC)cc2c1,-3
COc1ccccc1NC(=O)CCCN1C(=O)c2cccc3cccc(c23)C1=O,5
COc1ccc(OC)c(CNC(=O)c2nnn(-c3ccc(F)c(C)c3)c2-c2cccnc2)c1,15
O=C(CCS(=O)(=O)c1ccccc1)Nc1nc2c(s1)-c1cccc3cccc-2c13,-6
Cc1ccc(-n2c(SCC(=O)NN=C/C=C/c3ccccc3[N+](=O)[O-])nc3ccccc3c2=O)cc1,15
CCCCN1C(=O)CCc2cc(NC(=O)COc3ccc(OC)cc3)ccc21,0
Clc1ccc(Nc2nc(NCC3CCCO3)nc3nccnc23)cc1 (stereo not given),-14
CC(=O)N1CCC(CN2CCCC2)CC1,38*
Cc1nn(-c2ccccc2)c(N2CCCC2)c1C=NNC(=O)C1CC1,-16
COc1ccc(-c2oc3ccc(OC)cc3c2C(=O)Nc2nccs2)cc1,0
O=S(=O)(C1CC1)N1CCOCC1,-21
O=[N+]([O-])c1cc(F)c(N2CCc3ccccc3C2)cc1N1CCCCC1,54
CCN(CC)CCN(C(=O)c1ccnn1C)c1nc2c(OC)ccc(C)c2s1,-3
